Screening data deposited in PubChem BioAssay by several laboratories.
M4 ag = human M4 muscarinic receptor agonists, primary screen, CHO-K1 cells, Fluo-8 calcium fluorescence. CHO-K1 hM4/Gqi5; vehicle 0%, full acetylcholine response 100%. activation, % at 3 µM. 360,000 tested, 0.14% active. AID 624127, 2012;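 active = activation above the run mean over all test wells plus 3 SD, cut at about 32% in these data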;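 also: peak over basal fluorescence ratio per well then scaled between controls; 0% = DMSO wells and 100% = acetylcholine at EC100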
Target sequence (P08173 whole entry, looked up): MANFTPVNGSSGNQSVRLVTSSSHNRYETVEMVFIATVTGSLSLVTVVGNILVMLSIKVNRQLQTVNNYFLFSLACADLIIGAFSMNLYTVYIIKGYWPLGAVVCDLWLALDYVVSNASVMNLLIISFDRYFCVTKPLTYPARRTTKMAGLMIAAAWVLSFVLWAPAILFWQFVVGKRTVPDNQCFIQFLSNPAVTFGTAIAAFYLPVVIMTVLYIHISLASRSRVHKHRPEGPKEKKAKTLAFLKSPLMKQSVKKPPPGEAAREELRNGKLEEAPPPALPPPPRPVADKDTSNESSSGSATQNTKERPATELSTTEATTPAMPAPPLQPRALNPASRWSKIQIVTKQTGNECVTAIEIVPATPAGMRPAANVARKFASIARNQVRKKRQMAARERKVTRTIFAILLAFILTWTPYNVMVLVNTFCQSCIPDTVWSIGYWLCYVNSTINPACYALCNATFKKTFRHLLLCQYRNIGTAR
M4 antag = human M4 muscarinic receptor antagonists, primary screen, CHO cells, Fluo-8 calcium fluorescence. inhibition, % at 3 µM. CHO-hM4 cells, ACh EC80. 360,000 tested, 0.73% active. AID 624125, 2012. Muscarinic acetylcholine receptor M4 (Homo sapiens), P08173;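 active = inhibition above its plate's cutoff, the mean inhibition of sample wells plus 3 SD, cut at about 27% in these data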;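 also: 0% = acetylcholine EC80 with DMSO and 100% = DMSO without agonist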
M5 antag = human M5 muscarinic receptor antagonists, primary screen, CHO cells, Fluo-8 calcium fluorescence | CHO-hM5 cells, ACh EC80 | 360,000 tested, 0.59% active | inhibition, % at 3 µM | AID 624040, 2012;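 active = inhibition above a per-plate cutoff, the mean of that plate's test compounds plus 3 SD, cut at about 27% in these data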;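 also: 0% = acetylcholine EC80 with DMSO and 100% = DMSO without agonist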
Target sequence (P08912 whole entry, looked up): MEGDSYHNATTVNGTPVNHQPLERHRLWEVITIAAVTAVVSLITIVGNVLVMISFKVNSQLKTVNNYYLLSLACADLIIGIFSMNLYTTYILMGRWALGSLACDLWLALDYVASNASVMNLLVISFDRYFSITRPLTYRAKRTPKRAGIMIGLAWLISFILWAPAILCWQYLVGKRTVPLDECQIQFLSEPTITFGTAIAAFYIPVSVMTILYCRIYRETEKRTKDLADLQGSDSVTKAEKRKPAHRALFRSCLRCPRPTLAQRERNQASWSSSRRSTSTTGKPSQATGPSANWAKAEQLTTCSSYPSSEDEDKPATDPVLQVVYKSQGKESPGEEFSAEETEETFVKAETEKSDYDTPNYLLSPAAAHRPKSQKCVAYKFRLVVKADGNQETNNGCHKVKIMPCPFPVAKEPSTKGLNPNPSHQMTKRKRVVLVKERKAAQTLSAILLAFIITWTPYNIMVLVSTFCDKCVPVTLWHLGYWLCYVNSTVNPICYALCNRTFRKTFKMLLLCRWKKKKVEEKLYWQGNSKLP
CRFBP-R2 block = antagonists of CRF-BP/CRF-R2 complex, primary screen, cell-based, HEK293, calcium dye fluorescence, uHTS; CRF-induced calcium fluorescence; inhibition, % at 11.8 µM; 350,000 tested, 0.59% active;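 active = inhibition of the ligand-induced calcium signal above about 50% at the single tested concentration, limit read from the data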
CRFR2-BP ag = agonists of CRF-BP/CRF-R2 complex, primary screen, cell-based, HEK293, calcium dye fluorescence, uHTS | CRF-binding protein / CRF receptor 2 complex (human) | calcium dye fluorescence (FLIPR); percent of saturating CRF peptide response | activation, % at 13.2 µM | 350,000 tested, 0.46% active;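 active = activation of at least 50%, plus an integration ratio under a set limit after plate pattern correction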;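 also: plate controls were neutral control wells without compound for no effect and CRF at EC100 for full effect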
M4 PAM = human M4 muscarinic receptor positive allosteric modulators, primary screen, CHO-K1 cells, Fluo-8 calcium fluorescence | CHO-K1 hM4/Gqi5, ACh EC20; 0% = ACh EC20, 100% = maximal ACh | Muscarinic acetylcholine receptor M4 (Homo sapiens), P08173 | activation, % at 3 µM | 360,000 tested, 0.4% active;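 active = activation above its plate's cutoff, the mean activation of sample wells plus 3 SD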; also: some results filed as inactive read as strong as hits
CHRM5 PAM = human M5 muscarinic receptor positive allosteric modulators, primary screen, CHO-K1 cells, Fluo-8 calcium fluorescence. CHO-K1 hM5, ACh EC20 PAM; 0% = ACh EC20, 100% = ACh EC100. activation, % at 3 µM. 360,000 tested, 0.3% active. Muscarinic acetylcholine receptor M5 (Homo sapiens), P08912. AID 624038, 2012;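 active = activation above the run cutoff, the mean activation of all test compounds plus 3 SD, cut at about 18% in these data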
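Measured by: Fluo-8 calcium fluorescence; material: human M5 receptor in CHO-K1 cells; schedule: Post-acetylcholine fluorescence recording 140 s; benchmarks: low control EC20 acetylcholine (0%), high control EC100 acetylcholine (100%); read-out: Max/basal fluorescence ratio as % of EC20–EC100 ACh window; compound: single dose, 3 µM nominal final test concentration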
CHRM5 agonist = human M5 muscarinic receptor agonists, primary screen, CHO-K1 cells, Fluo-8 calcium fluorescence. Muscarinic acetylcholine receptor M5 (Homo sapiens), P08912. CHO-K1 hM5 cells; 0% DMSO wells, 100% maximal acetylcholine response. activation, % at 3 µM. 360,000 tested, 0.19% active;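 active = activation above the run's mean over test compounds plus 3 SD, cut at about 23% in these data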;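 also: signal is peak over basal fluorescence ratio across the kinetic read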
M1 PAM = human M1 muscarinic receptor positive allosteric modulators, primary screen, CHO-K1 cells, Fluo-8 calcium fluorescence, 1536-well | Muscarinic acetylcholine receptor M1 (Homo sapiens), P11229 | activation, % at 3 µM | AID 588819, 2011 | 360,000 tested, 0.088% active | CHO-K1 hM1, ACh EC20; 0% = ACh EC20, 100% = maximal ACh; in the data active = activation above about 19%, passing the limit was not always enough
Starred values were filed as active, the others as inactive; · = not tested or not shown.

SMILES | M4 ag | M4 antag | M5 antag | CRFBP-R2 block | CRFR2-BP ag | M4 PAM | CHRM5 PAM | CHRM5 agonist | M1 PAM
CCc1nnc(SCc2ccc(OC)c(Br)c2)n1N | 0 | -12 | -5 | 20 | 0.5 | 11 | 7 | -5 | 5
CCCCN1CC(COC)Oc2cccc(F)c2S1(=O)=O (stereo not given) | 0 | 3 | -3 | 2 | -4.3 | 1 | -4 | 1 | 10
CC(C)(C)C1(C)OC(=O)C(=Cc2ccc(OCC(=O)Nc3ccccc3)cc2)C(=O)O1 (stereo not given) | 3 | -17 | -5 | 21 | -0.7 | 30* | 15 | -1 | 10
COc1ccc(C(=O)OCCN2CCOCC2)cc1 | 1 | 5 | -2 | 4 | 0.4 | 14 | 2 | 0 | 11
O=C(C1CC(=O)N(C2CCCCC2)C1)N1CCN(c2cccc(C(F)(F)F)c2)CC1 (stereo not given) | 8 | 1 | 11 | 10 | 0.7 | -3 | -5 | 2 | 1
CC(C)c1nc2sc(C(=O)O)c(N)c2c2c1CCCC2 | 0 | 2 | -3 | -1 | 2.9 | 5 | 8 | 0 | 7
C(=N\N=C\c1cccnc1)/c1cccnc1 | 1 | 8 | -1 | -11 | -0.1 | -4 | 5 | 0 | 7
CC(=O)NN1C(=O)/C(=C2/Sc3ccc(Cl)cc3N2C)SC1=S | 0 | -6 | -3 | 2 | -0.2 | -2 | -2 | -3 | 8
CC(C)C[C@@H](CN1CCC[C@H]1CN1C(=O)C(=O)NC[C@@H]1Cc1ccc(O)cc1)N1C[C@H](Cc2ccccc2)N(CC2CCCCC2)C(=O)C1=O | 0 | -4 | 14 | · | · | 3 | -4 | -1 | ·
CCCCC(=O)Nc1ccc(NC(=S)NC(=O)CC(C)C)cc1OC | 0 | -4 | -2 | -6 | -0.6 | 5 | 1 | -3 | 3
O=C(NC1CCCCC1)NC1CCN(C(=S)NCc2ccco2)CC1 | 2 | -4 | 11 | 9 | 0.9 | 9 | 0 | 0 | 3
CC(C)(C)c1ccc(OCC(=O)Nc2cccc(S(=O)(=O)NC3=NCCCCC3)c2)cc1 | 6 | 1 | 1 | -9 | 1.7 | -3 | -10 | -4 | 1
Cc1ccc(Nc2nnc(SCc3cc(=O)n4cc(C)ccc4n3)s2)cc1 | 1 | 6 | 1 | -5 | -2.1 | -1 | -1 | -2 | 2
CCc1nnc(NC(=O)CSC(=S)N2CCOCC2)s1 | 1 | -6 | -4 | -3 | -1.1 | 1 | 1 | 0 | 6
O=C(CCS(=O)(=O)c1cccc2nsnc12)NC1CCCCC1 | 1 | -13 | -13 | 7 | -0.7 | 10 | 4 | -3 | 6
O=C(N/C=N/OCc1cccc(C(F)(F)F)c1)N1OC[C@@H]2COc3ccc4ccccc4c3[C@@H]21 | 1 | -12 | -3 | 5 | 1.7 | 7 | 2 | 0 | 5
COc1ccc(C2N(C(=O)CN3CCCC3)CCCN2S(=O)(=O)c2ccccc2)cc1 (stereo not given) | 2 | 0 | 8 | -12 | 1.3 | 3 | 0 | -5 | 10
O=C(C(=O)N1CCN(C(=O)OCc2ccccc2)CC1)c1cccs1 | 6 | -15 | -11 | · | · | 10 | 5 | -3 | ·
S=c1[nH]cnc2sc(-c3ccccc3)cc12 | 2 | 8 | 6 | 13 | 2.6 | 7 | -2 | 0 | 6
CC(=O)c1cccc(NC(=O)c2oc(C)nc2C)c1 | 2 | 2 | 1 | 10 | -1.6 | 7 | -5 | -2 | -3
CN(c1ccccc1)S(=O)(=O)c1cccc(NC(=O)Cn2cnc3ccccc3c2=O)c1 | 9 | -8 | 6 | 2 | 1.4 | -3 | -8 | 0 | -5
OCc1ccccc1O[C@@H]1O[C@H](CO)[C@@H](O)[C@H](O)[C@H]1O | 1 | -7 | 2 | 3 | 4.0 | 1 | 2 | 3 | 6
Cc1ccc(C(=O)N2CCN(c3ccc(NC(=O)COc4ccccc4C)cc3)CC2)cc1 | 16 | 0 | 17 | -2 | -4.8 | -16 | -29 | -3 | -3
Cc1cccc(N2CCN(CC(=O)NCC3CCCCC3)CC2)c1C | 2 | 10 | 1 | -17 | -2.1 | -4 | -1 | 2 | -2
O=C(Nc1ccon1)c1ccc(N2CCCCC2)c([N+](=O)[O-])c1 | 5 | 1 | 6 | -42 | -1.2 | -7 | -5 | -4 | 3
Remaining list, next part.
SMILES | M4 ag | M4 antag | M5 antag | CRFBP-R2 block | CRFR2-BP ag | M4 PAM | CHRM5 PAM | CHRM5 agonist | M1 PAM
Cc1cccc(N2C(=O)N3[C@H]4c5ccccc5OC[C@@H]4[C@@H](c4ccccc4)[C@@]3(C)C2=O)c1 | 0 | -10 | 6 | -3 | 3.7 | 8 | 7 | 1 | 9
Cc1cc(C)cc(-n2c(SC(C)C(=O)NCc3ccc4c(c3)OCO4)nc3ccccc3c2=O)c1 (stereo not given) | 1 | -7 | -8 | 26 | -2.4 | 2 | -2 | -2 | -2
CCc1nc2ccc(C(=O)Nc3cccc(NS(C)(=O)=O)c3)cn2c1N(CC)Cc1cccc(Br)c1 | 0 | 6 | 2 | · | · | -7 | 1 | 2 | -5
COC(=O)c1ccc(NC(=O)CSc2nc(=O)n3cccc(C)c3n2)cc1 | 1 | -2 | -1 | -3 | -0.1 | -8 | 2 | -1 | 2
COc1ccc(C(=O)N/C(=C\c2cn(S(=O)(=O)N(C)C)c3ccccc23)C(=O)NCCN2CCOCC2)cc1 | 2 | -5 | -1 | -6 | -0.4 | 3 | 2 | -3 | 10
Cc1cccc(NC(=O)c2cc(Cl)sc2Cl)c1C | 0 | -1 | 6 | 11 | -0.6 | 2 | -3 | -1 | 6
CN1C(c2ccccc2)CCOS1(=O)=O (stereo not given) | 1 | 1 | 8 | 9 | -1.1 | 2 | 3 | -4 | 8
O=C1CCN(Cc2ccccc2)C(=O)N1 | 1 | -4 | 3 | 9 | -1.9 | 12 | 7 | 2 | 15
Cc1ccc(NC(=O)Cn2cnc3c(cnn3C(C)(C)C)c2=O)cc1 | 1 | 7 | 2 | -19 | 3.7 | -4 | -3 | 0 | 4
CCOc1cccc2sc(N(CCCN(C)C)C(=O)c3ccc(S(=O)(=O)N(C)c4ccccc4)cc3)nc12 | 6 | 2 | 0 | -8 | 1.1 | -5 | -6 | -5 | -3
COc1ccccc1C(O)(c1ccccc1)C(CN1CCOCC1)c1ccccc1 (stereo not given) | 0 | 0 | 6 | 14 | -1.5 | -8 | -1 | -10 | -2
Cc1ccc(NC(=S)NN(C)c2cc(C)nc(C)n2)cc1 | 2 | -2 | -5 | -1 | 0.6 | 10 | 6 | 1 | 10
COC(=O)[C@H](C)NC(=O)Nc1ccccc1C(F)(F)F | 1 | 2 | 12 | 11 | -1.9 | 0 | -4 | -1 | 10
CN1C(=O)C(O)(CC(=O)c2ccc3c(c2)OCO3)c2ccccc21 (stereo not given) | 0 | 12 | -4 | 4 | 1.0 | 1 | 6 | 1 | 2
Cc1ccc(C(=O)NC2CC2)cc1S(=O)(=O)N1CCOCC1 | 1 | 2 | 6 | 6 | -0.7 | -1 | -2 | 3 | -1
COc1cc(NC(=O)C(C)Oc2ccccc2)cc(OC)c1 (stereo not given) | 0 | -5 | 3 | -7 | -3.7 | -1 | -13 | -8 | 0
O=C(CSc1nnc(COc2ccc(Cl)cc2)o1)OC1CCCCC1 | 1 | -6 | 0 | 20 | 0.4 | -2 | -4 | 0 | 7
CC(C)(C)c1ccccc1OCCN1CCCC1 | 1 | 32* | 11 | -17 | -0.1 | -32 | -13 | -6 | -22
COc1ccc(C(=O)CSc2nnc(CNC(=O)c3ccccc3F)n2C)cc1OC | 1 | 6 | 14 | -4 | -0.5 | -6 | -3 | -3 | 10
CC1CN(C(=O)c2cc(-c3ccc(Cl)s3)nc3ccccc23)CC(C)O1 (stereo not given) | 3 | -3 | 2 | 1 | -0.2 | 4 | 8 | 0 | 18
CCc1c(C(=O)Nc2ccncc2)csc1C | 9 | -16 | -3 | -38 | -3.5 | 0 | -1 | 3 | 0
Cc1cn(C2CCCCO2)c(=O)nc1NO (stereo not given) | 1 | -5 | 4 | 4 | 1.9 | 7 | 7 | 2 | 9
COc1cccc(-c2nc(N3CCN(c4ccccc4)CC3)c3ccccc3n2)c1O | 0 | -6 | -5 | 2 | 0.8 | -3 | 1 | 2 | 14
Cc1cc(C(=O)Nc2c(F)cc(F)cc2Br)c(C)o1 | 1 | -9 | -6 | 13 | -0.5 | 6 | 0 | 1 | 12
O=C(NCCc1cn2ccccc2n1)c1ccccc1F | 1 | -8 | -8 | 10 | -3.7 | 2 | 7 | -5 | 7
Next results:
SMILES | M4 ag | M4 antag | M5 antag | CRFBP-R2 block | CRFR2-BP ag | M4 PAM | CHRM5 PAM | CHRM5 agonist | M1 PAM
Cc1ccc(N/C(CSC(N)=O)=N\S(=O)(=O)c2ccc(C)cc2)cc1 | 0 | 1 | -9 | -20 | -0.4 | 2 | 16 | -9 | 7
Cc1c(C(=O)c2ccccc2C(=O)O)sc2ccccc12 | 0 | 0 | 0 | 11 | -1.4 | 1 | 3 | -5 | 1
C=CCN(CC=C)c1cnn(-c2nc3ccccc3[nH]2)c(=O)c1Cl | 10 | -1 | -1 | -5 | -1.4 | 0 | -10 | 6 | -2
O=S(=O)(Nc1cccc(Cl)c1)c1cccc(-n2cnnn2)c1 | 5 | -7 | 3 | 5 | -0.8 | 4 | 0 | 3 | -4
O=C(CNC(=O)c1ccco1)OCc1ccccc1F | 0 | -5 | 8 | 14 | 0.5 | 4 | 6 | 1 | 5
CSCC[C@H](NC(=O)c1cccc(S(=O)(=O)N2CCN(C)CC2)c1)c1nc2ccccc2[nH]1 | 2 | -17 | -7 | -27 | 71* | 6 | 9 | -2 | -5
O=C(Cc1ccc(Cl)cc1)N/N=C/c1c(Cl)cccc1Cl | 2 | -7 | 3 | -23 | -0.3 | -3 | 0 | -5 | -4
COc1cc(C2C(C#N)=C(N)OC3=C2C(=O)CC(C)(C)C3)cc2c1OCO2 (stereo not given) | 1 | -16 | 0 | 11 | -0.7 | -10 | 5 | -8 | 14
Cc1ccc(C(=O)Nc2c(C)cc(C)c3cccnc23)cc1 | 2 | -10 | 9 | -16 | 4.3 | 14* | 2 | -1 | 2

Quoted at random: 4 compounds from above, in no set order.
SMILES | M4 ag | M4 antag | M5 antag | CRFBP-R2 block | CRFR2-BP ag | M4 PAM | CHRM5 PAM | CHRM5 agonist | M1 PAM
Cc1c(C(=O)c2ccccc2C(=O)O)sc2ccccc12 | 0 | 0 | 0 | 11 | -1.4 | 1 | 3 | -5 | 1
COc1cc(C2C(C#N)=C(N)OC3=C2C(=O)CC(C)(C)C3)cc2c1OCO2 (stereo not given) | 1 | -16 | 0 | 11 | -0.7 | -10 | 5 | -8 | 14
O=S(=O)(Nc1cccc(Cl)c1)c1cccc(-n2cnnn2)c1 | 5 | -7 | 3 | 5 | -0.8 | 4 | 0 | 3 | -4
O=C(CNC(=O)c1ccco1)OCc1ccccc1F | 0 | -5 | 8 | 14 | 0.5 | 4 | 6 | 1 | 5
